SUMO1 PPI mod – alters human SUMO1 binding to SIM partners; AID 602429; inhibition, % at 20 µM; SUMO1 binding to a labelled peptide, TR-FRET, 1 h; actives 0.33% (n = 360,000); P63165; in the data active means inhibition above about 37%
NadD inh – blocks S. aureus nicotinate mononucleotide adenylyltransferase. actives 0.78% (n = 360,000). purified NadD enzyme, colorimetric absorbance read-out. inhibition, % at 20 µM; in the data active means inhibition above about 26%; further: some compounds past the cut are filed as inactive
Scp1 inh – blocks human Scp-1 phosphatase activity | inhibition, % at 20 µM | Recombinant Scp1, phosphopeptide, malachite green phosphate absorbance | AID 493091 | actives 0.88% (n = 340,000);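 active means inhibition above about 50% at 20 µM, limit read from the data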;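 further: plate controls were DMSO wells with enzyme for no effect and wells lacking enzyme for full effect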
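System: SCP-1 catalytic domain; Reagent: Phospho 17-mer peptide substrate; Doses: one concentration, 20 µM, with 1.0% DMSO; Incubation: 45 min room-temperature reaction, 5 min colour, 30 min stabiliser; Signal: Phosphate-binding colour reagent, absorbance read at 630 nm.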
MsrA inh – bovine MsrA inhibition | inhibition, % at 15.5 µM | purified bovine MsrA, absorbance read-out | actives 0.75% (n = 360,000) | AID 651718; in the data active means inhibition above about 4.5%;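 further: 0% = vehicle wells with enzyme and 100% = reference inhibitor wells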
Tb MetRS inh – Trypanosoma brucei MetRS inhibition; purified T. brucei MetRS, ATP depletion, Kinase-Glo luminescence; inhibition, % at 11.9 µM; actives 0.4% (n = 360,000);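 active means inhibition above a per-plate cutoff of the control wells' mean inhibition plus 3 SD, cut at about 5.5% in these data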;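 further: 0% = DMSO wells median and 100% = median of wells with control inhibitor compound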
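Dosing: 11.9 µM compound single dose, 0.9% DMSO; Assay system: purified T. brucei MetRS enzyme; Measured by: Kinase-Glo luciferase luminescence reporting remaining unconsumed ATP; Schedule: 15 min plus 2 h at 25 °C.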
LMPTP block – blocks human LMPTP phosphatase. AID 651560. actives 0.22% (n = 360,000). recombinant LMPTP-A, OMFP fluorogenic substrate, fluorescence intensity. inhibition, % at 20 µM. P24666;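 active means compounds that cut the enzyme signal by at least half of the control window in the single-dose screen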;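 further: plate controls were DMSO wells with enzyme plus substrate for no effect and substrate without enzyme for full effect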
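Test system – LMPTP-A phosphatase enzyme · Quantity – 0.625 nM LMPTP-A final · Reagent – OMFP substrate, 400 µM final · Dosing – one test concentration per compound, 20 µM, with 3% DMSO overall · Timing – 50 min enzyme reaction at room temperature, protected from light · Detection – fluorescence intensity · Controls – substrate-only low control, DMSO enzyme-plus-substrate high control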
Rpn11 block – blocks the human proteasome subunit Rpn11; calls only at 20 µM; human 26S proteasome, Ub4-pepOG fluorescence polarization; 20S core pre-blocked with epoxomicin; O00487; actives 0.59% (n = 360,000); AID 588493;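 active means inhibition at 20 µM, scaled to each plate's controls, above about 33%, limit read from the data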
STEP inh – STEP (human) phosphatase inhibition; P54829; recombinant STEP, OMFP fluorogenic substrate, fluorescence; inhibition, % at 20 µM; actives 0.25% (n = 360,000); AID 588621;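 active means inhibition at 20 µM, scaled per plate between control wells, above about 37%, limit read from the data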;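 further: 0% = DMSO with enzyme and substrate and 100% = substrate only without enzyme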
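Also added – OMFP at 25 µM · Test system – STEP tyrosine phosphatase · Technique – FITC-channel fluorescence of OMFP product · Schedule – 20 min at room temperature, dark · Evaluation – control-normalized % inhibition with plate pattern correction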
DNMT1 block – inhibitors of human DNMT1. P26358. DNMT1 molecular beacon, Hinp1I cleavage, fluorescence. inhibition (reported as % activation of signal), % at 10 µM. actives 0.83% (n = 360,000). AID 588458; in the data active means inhibition above about 50%
Target sequence (P26358 504-1616 limits assumed): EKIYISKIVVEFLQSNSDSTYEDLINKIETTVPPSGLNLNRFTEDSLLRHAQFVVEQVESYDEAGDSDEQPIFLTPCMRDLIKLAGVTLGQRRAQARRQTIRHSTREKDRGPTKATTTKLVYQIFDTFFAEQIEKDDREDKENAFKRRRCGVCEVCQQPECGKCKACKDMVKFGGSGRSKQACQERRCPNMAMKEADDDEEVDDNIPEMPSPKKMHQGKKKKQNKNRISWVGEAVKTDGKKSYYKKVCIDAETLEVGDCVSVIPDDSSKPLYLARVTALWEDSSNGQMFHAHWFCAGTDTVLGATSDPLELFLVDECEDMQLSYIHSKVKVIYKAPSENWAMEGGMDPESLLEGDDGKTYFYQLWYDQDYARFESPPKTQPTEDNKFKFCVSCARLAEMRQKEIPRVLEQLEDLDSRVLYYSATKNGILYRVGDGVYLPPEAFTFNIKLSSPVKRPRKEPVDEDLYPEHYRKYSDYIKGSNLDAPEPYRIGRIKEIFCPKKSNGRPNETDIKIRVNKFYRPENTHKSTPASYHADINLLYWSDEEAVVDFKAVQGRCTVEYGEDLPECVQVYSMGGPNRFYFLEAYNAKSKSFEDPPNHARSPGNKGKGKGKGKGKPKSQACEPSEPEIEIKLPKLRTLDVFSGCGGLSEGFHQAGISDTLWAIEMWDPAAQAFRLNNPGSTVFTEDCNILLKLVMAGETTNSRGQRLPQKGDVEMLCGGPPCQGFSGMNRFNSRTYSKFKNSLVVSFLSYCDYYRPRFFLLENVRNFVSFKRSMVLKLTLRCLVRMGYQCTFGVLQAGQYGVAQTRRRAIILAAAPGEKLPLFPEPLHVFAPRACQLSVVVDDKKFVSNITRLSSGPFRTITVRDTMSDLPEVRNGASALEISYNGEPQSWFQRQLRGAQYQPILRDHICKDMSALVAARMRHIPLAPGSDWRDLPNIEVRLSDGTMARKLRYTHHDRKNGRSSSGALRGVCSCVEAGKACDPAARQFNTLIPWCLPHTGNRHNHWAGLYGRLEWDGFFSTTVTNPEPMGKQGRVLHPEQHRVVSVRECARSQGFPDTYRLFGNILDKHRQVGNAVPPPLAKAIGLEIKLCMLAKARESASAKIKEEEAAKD
CSN inh – inhibitors of human CSN-mediated cullin deneddylation; Q92905; Purified CSN, SCF-Nedd8-OG deneddylation, fluorescence polarization; inhibition, % at 12.5 µM; actives 0.38% (n = 360,000);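 active means pattern-corrected inhibition above about 35%, with an unprinted fluorescence ratio check between 0.5 and 1.5, limit read from the data, passing the limit was not always enough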;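 further: 0% = enzyme with substrate and 100% = substrate without enzyme; some results filed as inactive read as strong as hits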
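Schedule: reaction 90 min, room temperature / Assay system: HEK293T-derived human Csn5 enzyme / Input: Csn5 at 0.24 nM final / Measure: inhibition of Csn5 cleavage, % / Control set: substrate-only high control, full reaction low control / Technique: fluorescence polarization of the substrate / Buffer or medium: Tris/NaCl/DTT buffer, pH 7.5 / Reagent: SCFSkp2-Nedd8OG substrate at 10 nM final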
* hit, by the source's call; i = inactive; . = not tested or not shown; + = active, no number.

mol,SUMO1 PPI mod,NadD inh,Scp1 inh,MsrA inh,Tb MetRS inh,LMPTP block,Rpn11 block,STEP inh,DNMT1 block,CSN inh
CCOc1cc(CNCc2ccccc2)ccc1OCC(=O)NC1CCCCC1,-3.8,-7.0,1.0,-0.9,0.0,-0.8,i,-1.4,0.2,1.6
Cc1cccc(NC(=O)CSc2nnc(-c3ccc(S(=O)(=O)N4CCOCC4)cc3)n2C)c1,2.9,0.5,-2.5,1.0,-0.9,-1.4,i,-0.1,4.4,-2.1
COc1cc(OC)cc(C(=O)Nc2ccc3c(c2)CCCN3C(=O)c2cccs2)c1,4.9,-4.6,-7.4,4.4,-1.0,3.2,i,1.7,-5.3,-1.0
CCN(CC(=O)Nc1ccccc1C(F)(F)F)C(=O)c1cc(S(=O)(=O)N(C)C)ccc1N1CCCC1,0.8,0.6,-4.5,-1.1,0.0,0.2,i,2.8,-0.6,-1.5
O=C(NCC1CCCO1)c1ccccc1NS(=O)(=O)c1ccc(Br)s1 (centres undefined),-0.5,10.0,-2.7,0.4,-0.2,0.6,i,-1.2,-1.1,1.8
COc1cc(NS(=O)(=O)c2ccc(N=Cc3c(C)[nH]n(-c4ccccc4)c3=O)cc2)nc(OC)n1,-4.8,10.4,-7.7,-0.2,-0.6,-0.3,i,0.7,-4.5,3.2
CC(=O)Nc1ccc(S(=O)(=O)NCCc2cc3ccc(C)c(C)c3[nH]c2=O)cc1,8.8,-1.2,-10.2,1.0,0.3,0.1,i,-2.9,0.0,0.9
CN(C)C(=O)c1cccc(-c2cccc3nccn23)c1,6.6,-6.6,.,0.9,0.0,-0.4,i,1.0,2.1,2.1
N#CCOC(=O)[C@H](Cc1c[nH]c2ccccc12)NS(=O)(=O)c1ccc(Cl)cc1,2.2,-2.2,-13.5,3.2,0.7,2.5,i,-0.9,-2.1,7.3
Cc1cc2c(ccc3[nH]onc32)n1,-9.9,-2.4,-6.7,0.3,-0.8,0.4,i,1.5,-2.4,0.2
CCOc1ccc(NC(=O)c2ccc(NC(=O)COC(=O)c3ccc(NC(=O)CC#N)cc3)cc2)cc1,58.6*,39.8*,85.9*,0.5,-0.5,25.8,+,5.6,61.4*,17.5
CCOc1ccc(NCc2cc3cc(OC)ccc3[nH]c2=O)cc1,-23.3,4.4,-10.6,2.7,0.1,0.5,i,4.6,-11.1,-0.5
CC1CCCC(NC(=O)COC(=O)C2=COCCO2)C1C (centres undefined),4.0,-2.3,.,0.1,-0.1,-0.8,i,0.1,0.8,-0.9
O=C(CCCc1ccccc1)NCCCN1CCOCC1,-1.2,2.8,-0.3,0.9,-0.8,-1.5,i,-0.3,-0.3,3.0
Fc1cccc2sc(Nc3nc4cc5c(cc4s3)OCCO5)nc12,-2.8,27.6,-8.7,-1.1,0.0,1.0,i,1.9,-5.8,-6.8
O=C1c2ccccc2C(=O)N1CCCc1nc(-c2ccccn2)no1,-3.6,3.8,-1.3,1.1,-0.4,-0.7,i,-0.4,1.8,-3.4
CCCS(=O)(=O)N1CCCC(C(=O)NCCc2ccc(Cl)cc2)C1 (centres undefined),1.0,8.5,4.1,-1.2,-0.1,-2.1,i,1.7,0.2,-3.4
CCC(C(=O)Nc1c[nH]c(=O)[nH]c1=O)c1ccccc1 (centres undefined),-2.3,-0.5,-10.1,0.8,-0.1,-0.9,i,2.0,17.4,-3.7
Cc1cccc(N(CC(O)CN2CCOCC2)S(=O)(=O)c2ccccc2)c1 (centres undefined),3.6,2.3,0.8,1.0,0.1,-1.4,i,-1.7,-1.8,-1.4
CC(C)Nc1nc(NC(C)C)nc(SCC(N)=O)n1,0.2,-3.2,-7.0,1.2,1.2,1.4,i,0.0,-0.1,-2.2
COC(=O)c1cc(S(=O)(=O)N2CCC(c3cc(OC)ccc3OC)C2)c[nH]1 (centres undefined),-0.5,-6.1,-9.1,0.2,-0.5,0.6,i,-3.8,-5.3,0.9
O=C(NC(c1ccccc1)c1ccc2ccccc2n1)C1CCN(CCOc2ccc(Cl)cc2)CC1 (centres undefined),-3.1,3.8,.,0.9,0.4,2.4,i,0.9,-6.4,1.0
COc1ccccc1C1CC(c2ccc(Cl)cc2)Nc2ncnn21 (centres undefined),-1.5,10.5,-9.3,0.0,-1.0,-1.4,i,2.8,-0.7,4.7
COc1ccc(CNC(=O)CCCC2=NS(=O)(=O)c3ccccc3N2)cc1,0.8,-8.2,5.9,-0.6,2.6,-2.0,i,-3.5,2.1,0.7
CCN(CC)C(=S)Nc1ccc(C(=O)OC)cc1,4.8,-6.1,-10.6,-1.2,0.1,-0.5,i,-2.6,1.0,3.3
COc1cc(/C=C/C(=O)O)ccc1O,-0.3,-5.3,12.2,0.5,0.7,-0.4,i,3.3,5.5,5.5
CC(=N)c1c(O)c2ccccc2oc1=O,-3.1,-1.7,-10.6,1.7,-0.2,-1.5,i,2.4,1.0,1.3
O=C1/C(=C/c2cccc(Cl)c2)SC(=S)N1CCC(=O)N1CCCCC1CCO (centres undefined),-28.9,5.6,-2.0,0.1,-0.1,1.9,i,0.5,-5.1,5.0
COC(=O)c1cc(=O)n(Cc2ccc(OC)cc2)c(=NCc2ccc(OC)cc2)s1,3.5,-2.5,-9.6,0.3,0.0,0.3,i,-2.3,-6.8,2.9
Cc1[nH]c2nc3ccccc3n2c(=O)c1CCC(C)C,3.8,1.8,0.3,.,0.1,-0.3,i,4.5,8.7,0.2
Cc1cc(N2CCC(C)CC2)nc(NCc2ccccc2)n1,-3.3,2.5,1.2,-0.7,-0.8,2.6,i,-2.0,4.0,-2.1
CC1CCCN(C(=O)COc2ccc(NC(=O)c3cccs3)cc2)C1 (centres undefined),-0.6,-1.1,27.4,2.3,0.0,0.4,i,2.3,2.5,-4.1
CC1CCCN(C(=O)c2cccc(S(=O)(=O)N3CCCc4ccccc43)c2)C1 (centres undefined),-10.1,-1.0,-6.2,1.2,0.2,-7.5,i,-0.8,-0.7,1.9
O=C(NCC1COc2ccccc2O1)c1cccs1 (centres undefined),-4.0,-3.9,-3.8,0.1,0.2,0.3,i,2.3,-1.9,8.3
CCn1c(SCC(=O)Nc2nccs2)nnc1-c1ccc(C)cc1,-3.3,2.2,-5.2,-0.9,-0.7,-0.9,.,-1.1,1.4,-0.5
C/C(=N\NC(=O)c1ccccc1O)C1C(=O)c2ccccc2C1=O,11.7,2.9,-8.3,3.0,0.1,1.6,i,0.3,-17.6,-0.2
COc1ccc2cc(C(=O)O)ccc2c1,1.5,1.2,-2.4,-0.4,-1.7,-0.5,i,1.0,-0.8,0.8
CC(=O)c1cnc(SCc2ccc(Cl)cc2)nc1C,1.0,-7.1,-1.4,1.4,-0.4,1.5,i,-0.3,0.9,-4.7
OC1(c2cccnc2)CCN(Cc2nnnn2C2CCCCC2)CC1,-0.5,3.1,-7.2,-1.0,-0.6,-0.3,i,-1.9,5.4,-3.3
O=C(NCc1ccccn1)c1ccc(COc2ccc(Cl)cc2)o1,1.3,-1.7,1.7,-1.0,0.3,-0.7,i,-1.2,0.5,2.9
Cc1ccc(-n2nc(C)c3c(C)onc3c2=O)cc1,4.7,-2.6,-2.2,1.5,-0.5,-2.0,i,1.3,0.6,1.6
CCC(C)C(=O)Nc1nnc(SCC(=O)NC(C)(C)C)s1 (centres undefined),3.3,4.3,-3.6,0.9,-0.7,-1.1,i,-2.9,-4.3,-2.2
CCCCNc1c(-c2cccc(-c3ccc(OC)cc3)c2)nc2cc(C)ccn12,5.4,-2.4,23.9,2.8,-0.4,20.7,i,2.4,-19.9,4.1
CC(NC(=O)c1ccccc1NC(=O)c1ccco1)c1ccccc1 (centres undefined),-5.9,-7.6,13.0,-0.2,-0.8,-1.2,i,-1.2,3.0,-0.3
c1ccc2oc(-c3[nH]ncc3CN(Cc3ccncc3)CC3CCCO3)cc2c1 (centres undefined),2.1,-0.8,0.3,-0.7,-0.8,-0.3,i,-2.3,1.0,-1.7
CN(CCCNC(=O)c1cc2c(=O)[nH]c3ccccc3c2n1C)Cc1ccccc1,4.9,-5.4,-6.0,-0.6,-0.1,1.0,i,2.3,-2.5,-1.6
COc1ccc(NC(=O)CNc2cc(C)ccc2C)cc1S(=O)(=O)N1CCOCC1,1.2,1.5,-6.5,-0.6,0.0,-0.9,i,-1.5,-3.9,1.2
COc1ccccc1NC(=O)c1nn(-c2ccc(Cl)cc2)ccc1=O,-3.9,-0.4,97.5*,0.5,-0.3,4.3,i,-0.8,26.3,3.0
COc1ccc(OC)c(CN(CCCN2CCOCC2)S(=O)(=O)c2ccc(NC(C)=O)cc2)c1,0.6,-7.7,-6.9,0.9,-0.7,-0.5,i,2.8,-1.2,-4.7
Cc1cccc2c1cnn2C(=O)CCC(=O)N1CC(C)CC(C)C1 (centres undefined),7.6,0.6,-4.8,0.4,0.4,-0.1,i,1.2,2.2,1.4
COc1ccc(OCC(=O)Nc2cccc(NC(=O)c3ccco3)c2)cc1,4.4,2.3,-4.0,-1.0,-1.2,-1.9,i,3.6,-2.7,2.7
O=C1CCc2cc(S(=O)(=O)N3CCCCC3)cc3c2N1CCC3,1.5,-3.3,3.4,-0.1,-0.6,0.2,i,-1.7,2.4,1.5
COc1cc(/C=C2/C(=O)c3cccc([N+](=O)[O-])c3C2=O)c(Br)cc1O,17.1,11.5,68.5*,3.2,-0.9,3.2,i,4.5,13.6,-8.4
COc1ccc(CNC(=O)CCNC(=O)N2CC(=O)Nc3ccccc32)cc1,7.5,-0.1,.,0.5,-0.2,-0.2,i,-0.1,6.5,0.5
CC1(C)OC(=O)C(=CNc2cccc(O)c2)C(=O)O1,0.4,-4.5,-2.7,3.6,-0.1,-1.3,i,0.1,0.3,-1.5
O=C1C=C(OCCF)CC(c2cccc(Cl)c2)O1 (centres undefined),8.7,.,.,-0.7,-0.1,-0.7,.,.,.,1.8
O=C(Nc1ccncc1)c1cccc(S(=O)(=O)N2CCCC2)c1,4.7,-3.1,-2.4,1.8,-0.4,0.2,i,-1.6,0.0,2.2
